Cycloheximide cs = affects cycloheximide protein synthesis inhibition readout, counter-screen; cell reporter, cycloheximide protein synthesis inhibition counterscreen; max response, %; 300,000 tested, 12% active; AID 2314; in the data active = max response mostly above about 13%, no sharp cut-off; inactive = mostly below about 14%; note: read at 38.3 µM for the half of the compounds with a filed dose; 0% is about no effect
Pf growth 96h = inhibits malaria parasite growth, 96 h; P. falciparum luciferase reporter growth, 96 h; Potency, µM (top dose mostly 28.7 µM), for the others: at the highest dose activity change, negative = inhibition, actives largely listed as inhibitors; 320,000 tested, 6.9% active; note: potency is the fitted concentration of half-maximal effect; % is set by controls: 0 for no effect and ±100 for the full control effect
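Erythrocytes infected with luciferase-expressing P. falciparum were dispensed at 2% hematocrit and 0.05% parasitemia (final), then incubated with compounds 96 hours at 37 C in 5% CO2. Luminescence after detection reagent addition reported growth.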
Pf growth 48h = P. falciparum growth inhibition at 48 hours (one generation); P. falciparum luciferase growth in erythrocytes, 48 h; Potency, µM (highest dose often 28.7 µM), for inactives: top-dose activity change, negative = inhibition, actives largely listed as inhibitors; 310,000 tested, 5.9% active; AID 504832; note: potency is the fitted concentration of half-maximal effect; % is set by controls: 0 for no effect and ±100 for the full control effect
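Luciferase-expressing parasites in RBCs, 2% Hct / 0.1% parasitemia final; RPMI 1640 + 0.5% Albumax; 37 C, 5% CO2, one generation; luminescence read-out, lower signal = inhibition.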
Sm TGR inh = inhibitors of Schistosoma mansoni thioredoxin glutathione reductase; Q962Y6; Potency, µM (doses to about 114 µM), for the others: at the highest dose activity change, negative = inhibition, usual class: inhibitors; purified TGR, DTNB reduction, TNB absorbance 405 nm; 360,000 tested, 3% active; note: potency is the fitted concentration of half-maximal effect; % is set by controls: 0 for no effect and ±100 for the full control effect; nearly all actives have a fitted effect of over 60% in size
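TGR 20 nM + NADPH 100 uM (dispensed conc.), cpd preinc 15 min RT; start with NADPH (500 uM addition) then DTNB (15 mM addition). Kinetic TNB absorbance, 405 nm filter. Four-parameter Hill fit across titration.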
Giardia FBPA inh = blocks Giardia fructose-bisphosphate aldolase activity | A8B2U2 | purified Giardia FBPA | Potency, µM (titrated, usually from 59.6 µM), for the others: at the highest dose activity, negative = inhibition, actives largely listed as inhibitors | 290,000 tested, 0.71% active | AID 2451; note: potency is the fitted concentration of half-maximal effect; % is set by controls: 0 for no effect and ±100 for the full control effect; nearly all actives have a fitted effect of over 55% in size
Target sequence (A8B2U2 whole entry, looked up): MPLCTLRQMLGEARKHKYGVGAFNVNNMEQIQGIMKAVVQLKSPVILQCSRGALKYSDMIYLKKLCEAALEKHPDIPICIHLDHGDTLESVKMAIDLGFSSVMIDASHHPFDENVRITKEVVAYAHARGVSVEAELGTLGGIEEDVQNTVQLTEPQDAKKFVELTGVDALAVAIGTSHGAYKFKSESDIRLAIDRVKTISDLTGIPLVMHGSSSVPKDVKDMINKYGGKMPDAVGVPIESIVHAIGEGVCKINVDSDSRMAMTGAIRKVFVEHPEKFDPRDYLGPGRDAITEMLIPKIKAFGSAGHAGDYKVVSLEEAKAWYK
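40 nM FBPA preincubated 10 min at RT with compound (up to 57.5 uM final), then substrate plus GAPDH/TPI/NAD/arsenate coupling and diaphorase/resazurin added. Fluorescence read after 20 min at RT, 525/598 nm.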
Shiga inhibitor = inhibitors of Shiga toxin in Vero cells; AID 2315; inhibition, % at 38.7 µM; 290,000 tested, 9.2% active; Vero cells, Shiga toxin protein synthesis inhibition reporter; in the data active = inhibition mostly above about 28%, no sharp cut-off; inactive = mostly below about 43%; note: 0% is about no effect
Active calls of the source: *; i = inactive; u = inconclusive; x = no result given; & = joins results of further samples; [ ] = dose if it differs, or a comment. Unless noted, calls come from the whole dose curve; as a rule, active = well fitted curve in the direction sought with a large enough effect; inconclusive = small, poorly fitted or top-dose-only effect, or another doubt; inactive = no such curve, though single readings can be large; an effect the other way counts as inactive or inconclusive.

SMILES	Cycloheximide cs	Pf growth 96h	Pf growth 48h	Sm TGR inh	Giardia FBPA inh	Shiga inhibitor
COc1cc2c(cc1OC)CN(c1nc(CN3CCOCC3)nc3sc4c(c13)CCCC4)CC2	-1	1.7µM*	9.3µM*	-6%	1%	-11
C=CCN(CC=C)C(=S)NC(=O)Cc1cccc2ccccc12	4	4.1µM*	u	12%	-23%	7
CCCCN1CC(C(=O)NC2CCCCC2)CC1=O (stereo unspecified)	-2	-16%	4%	0%	2%	9
N=C1/C(=C\c2ccc(OC(=O)c3ccco3)cc2)C(=O)N=C2SC(N3CCCCC3)=NN12	0	12%	-6%	0%	u	30
COc1cc(NC(=O)CCc2nnc3ccc(N4CCOCC4)nn23)cc(OC)c1OC	-2	7%	u	-20%	-4%	-3
CCOC(=O)c1cnc2nc(COc3ccccc3)[nH]n2c1=O	-2	-12%	7%	-2%	7%	28
O=C(Cc1ccccc1)Nc1nnc(SCC(=O)NC2CCCC2)s1	-5	u	u	10%	5%	-3
Cc1cc(C)cc(N(CCC#N)C(=O)COC(=O)C2CCN(c3ccc(C(F)(F)F)cn3)CC2)c1	x	u	u	0%	x	x
COc1ccc(OC)c(NC(=S)NC(=O)c2ccc(Br)o2)c1	1	20%	20%	-27%	x	-29
Cc1nn(CC2CC2)c(=O)n1N(C)c1ncc(C(F)(F)F)cc1Cl	-2	18%	-5%	0%	2%	-24
O=C(NCCCc1ccncc1)C1CCC(=O)N(Cc2ccc(Cl)cc2)C1 (stereo unspecified)	3	10µM*	22%	15%	-5%	-5
C=CCn1c(=O)[nH]c2cc(C(=O)N3CC=C(c4ccccc4)CC3)ccc2c1=O	-8	-14%	0%	16%	-2%	-1
Cc1c(NC2=NC3(CCCCC3)Cc3ccccc32)c(=O)n(-c2ccccc2)n1C	-1	-10%	4%	-5%	-2%	-3
O=C1c2cccc3cccc(c23)C(=O)N1c1cccnc1	-4	11%	56%[activator]	0%	4%	-23
Cc1ccc(C)c(N2CCN(C(=O)Cn3ncn4cccc4c3=O)CC2)c1	-1	20%	32%[activator]	9%	-3%	-3
C/C=C/C(=O)N1CC2(CC(c3cccc(NC(=O)COc4ccc(Cl)cc4)c3)=NO2)C[C@@H]1C(N)=O (stereo partly specified)	4	5.2µM*	13µM*	-9%	-7%	14
CCC(=O)NC(Nc1c(C)n(C)n(-c2ccccc2)c1=O)C(Cl)(Cl)Cl (stereo unspecified)	-3	-17%	4%	x	-1%	-4
CCCC(=O)N1CC(=O)Nc2ccc(C)cc2C1c1ccccc1 (stereo unspecified)	6	7.4µM*	-30%	-2%	1%	26
O=C(Nc1nnc(C(F)(F)F)s1)c1ccc(Br)s1	21*	16%	39%[activator]	8%	u	54*
Nc1nc(NCCN2CCOCC2)nc(NCc2ccccc2)c1[N+](=O)[O-]	1	8.3µM*	6.6µM*	10%	3%	-11
COc1ccc(Cl)cc1NC(=O)c1c(-c2ccccc2)noc1C	-1	4%	-18%	-5%	-1%	-8
N/C(=N\OC(=O)c1ccccc1Br)c1cccc([N+](=O)[O-])c1	52*	311%[activator]	x	-16%	-4%	118*
CC(C)C[C@@H](C(=O)N[C@@H](C(=O)O)c1ccccc1)N1C(=O)N2CCc3c([nH]c4ccccc34)[C@@]2(C)C1=O	-3	u	u	-11%	9%	-1
CN([C@@H](Cc1ccc(OS(=O)(=O)c2cccc3cnccc23)cc1)C(=O)N1CCN(c2ccccc2)CC1)S(=O)(=O)c1cccc2cnccc12	-1&-3	1µM*	0.93µM*	3%	-5%&-1%	-2&-8
Cc1ccc(N2C(=O)[C@@H]3[C@H](C2=O)C2c4ccccc4C=CN2[C@@H]3C(=O)c2ccco2)c(C)c1 (stereo partly specified)	18	16%	u	u	u	15
Additional results follow:
SMILES	Cycloheximide cs	Pf growth 96h	Pf growth 48h	Sm TGR inh	Giardia FBPA inh	Shiga inhibitor
C[C@@H](CN=[N+]=[N-])CN1CC[C@H](NC(=O)OCc2ccccc2)CCC1=O	1	u	15%	-21%	-9%	-6
COc1ccc(S(=O)(=O)N2CCOCC2)c2ccccc12	-2	77%[activator]	6%	-1%	3%	-14
Cc1ccc(Cl)cc1NC(=O)Cn1c(C)csc1=O	x	-3%	2%	-10%	x	x
COc1ccc(C2/C(=C(/O)c3ccccc3)C(=O)C(=O)N2CO)cc1 (stereo unspecified)	-2	u	5%	0%	-2%	-16
CCOc1cc(CN2CCCC(CO)(Cc3ccc(F)cc3F)C2)ccc1OC (stereo unspecified)	-1	-25%	u	-7%	-4%	1
COc1cc(Cl)c(C)cc1NC(=O)CSc1nnc(-c2ccco2)n1CC(C)C	-4	10µM*	u	25µM*	0%	-23
CC(C)(C)[C@@H]1C=C(C(=O)NC2CC2)O[C@H](OCc2ccc(CO)cc2)C1	1	u	u	2%	-12%	-15
Cc1cccc(C(=O)Nc2onc(C)c2C#N)c1	1	49%[activator]	-8%	-10%	1%	-6
COc1cccc(N2CCN(Cc3nc4scc(-c5ccccc5)c4c(=O)[nH]3)CC2)c1	-5	u	-10%	-1%	-4%	-15
O=C(O)c1cccnc1C(=O)O	x	6%	36%[activator]	1%	0.63µM*	x
c1coc(-c2nc3c([nH]2)CCc2nonc2-3)c1	12	x	10%	u	-20%	-11
CCOC(=O)C1(Cc2ccccc2Cl)CCN(Cc2csc(C(C)=O)c2)CC1	-2	u	u	0%	-23%	-7
C/C(=N/NC(=O)c1ccc(Br)s1)c1cccnc1	23*	7.4µM*	39%[activator]	2%	-4%	36
CCNc1ccc(C(=O)OCC)cc1NC(=O)c1cccc(S(=O)(=O)N(C)c2ccccc2)c1	2	2.3µM*	u	-4%	-2%	-8
CCCCn1cnc2cc(NCc3ccncc3)ccc21	7	160%[activator]	0%	6%	-6%	1
O=c1oc2ccccc2cc1-c1csc(NN=C2CCCC2)n1	14*	u	21%	-18%	-4%	15
Cc1nc(N)nc(N/N=C/c2c(F)cccc2Cl)n1	-2	48%[activator]	7%[0.00184 µM]	-18%	u	31
O=C1NCCN/C1=C\C(=O)c1ccc(F)cc1	35*	66%[activator]	86%[activator]	1%	0%	69*
Cc1cc2cc(CCNC(=O)CC(C)(C)C)c(=O)[nH]c2cc1C	2	u	u	0%	-6%	14
CC(=O)c1cccc(NC(=O)CCc2nnc3ccc(NCc4ccc5c(c4)OCO5)nn23)c1	0	u	-6%	3%	18%	-11
Cc1nn(-c2ccccc2)c2sc(C(=O)O)cc12	0	x	25%	1%	u	-2
Cc1nnc(SCC(=O)Nc2nccs2)n1C(C)C	1	15%	5%	-11%	x	-26
COc1ccc(-n2cc(-c3ccc(OC(F)F)cc3)[n+]3c2CCCCC3)cc1	1	u	1.7µM*	2%	1%	-3
O=c1cc(-c2ccccc2)oc2ccc(O)cc12	32*	89%[activator]	83%[activator]	0%	1%	64*
COc1cc(OC)cc(C(=O)NC2CC3CCC(C2)N3Cc2ccco2)c1 (stereo unspecified)	0	u	-5%	-7%	-2%	-10

As a working copy, part of the list above.
SMILES	Cycloheximide cs	Pf growth 96h	Pf growth 48h	Sm TGR inh	Giardia FBPA inh	Shiga inhibitor
O=c1cc(-c2ccccc2)oc2ccc(O)cc12	32*	89%[activator]	83%[activator]	0%	1%	64*
COc1cc(OC)cc(C(=O)NC2CC3CCC(C2)N3Cc2ccco2)c1 (stereo unspecified)	0	u	-5%	-7%	-2%	-10

Continuation:
SMILES	Cycloheximide cs	Pf growth 96h	Pf growth 48h	Sm TGR inh	Giardia FBPA inh	Shiga inhibitor
CC(=O)c1ccc2c(c1)OCCOCCOc1ccc(C(C)=O)cc1OCCOCCO2	1	u	u	-1%	5%	-5
CCOC(=O)c1c(N)sc2c1CCN(Cc1ccccc1)C2	10	0.95µM*	3.8µM*	x	18µM*	11
COc1ccccc1N1CC(C(=O)Nc2nnc(SC)s2)CC1=O (stereo unspecified)	-2	-19%	u	-14%	x	-5
CC(=O)N(c1ccccc1Cl)S(=O)(=O)c1ccc(Cl)cc1	-4	-3%	0%	3%	0%	14
COc1ccccc1CNC(=O)COc1ccc(C)cc1	-3	u	-17%	4%	9%	-2
COc1ccccc1-n1c(C)c(C(C)=O)c2cc(O)ccc21	-1	u	u	1%	-10%	x
CC(NS(=O)(=O)c1ccc(OCC(=O)NCc2ccccn2)cc1)c1ccccc1 (stereo unspecified)	2	-7%	-6%	8%	11%	-7
CCOC(=O)N1CCN(C(=O)C2CCCN(c3nc4ccc(OCC)cc4s3)C2)CC1 (stereo unspecified)	13	-15%	u	-23%	-6%	30*
Cc1ccc(S(=O)(=O)N2CC=C(C(=O)NCc3ccc(F)cc3)CC2)cc1	-5	u	-22%	-4%	-1%	0
COCC(=O)Nc1cc(C(=O)Nc2ccccc2C)ccc1Cl	8	34%[activator]	1%	-18%	2%	89
CC(C)(C)NC(=O)C(c1ccccc1)N(C(=O)c1ccco1)C1CC1 (stereo unspecified)	-9	x	-7%	4%	0%	-4
CCCCN(CC)C(=O)c1cccc(Cl)c1	5	5%	-1%	0%	-2%	26
COP(=O)(OC)c1nc(-c2ccc(C)cc2)oc1N1CCCCC1	5	i	x	u	9%	4
CCCC(=O)OCC(=O)Nc1cc(C(C)(C)C)nn1-c1ccccc1	0	x	9%	-12%	0%	-9
Cc1cc(=O)oc2c(C)c(OCC(=O)NC3CC(C)(C)NC(C)(C)C3)ccc12	-1	15%	21%	-4%	x	-2
CC(=O)Nc1ccc(-c2csc(NNC(=O)c3ccccc3)n2)cc1	13	-2%	19%	x	9%	25
O=C(COc1ccccc1)N1c2ccccc2Sc2ccccc21	1	u	-30%	3%	-2%	5
Cc1nc(C)c(-c2nnc(-c3cccc(S(=O)(=O)N(C)C)c3)o2)cc1C(=O)NN	-1	11%	8%	0%	1%	4
c1cc2c(cc1[C@H]1OC[C@H]3[C@@H]1CO[C@@H]3c1ccc3c(c1)OCO3)OCO2	-1	44%[activator]	-8%	14%	6%	-8
CC(=O)Nc1cccc(NC(=O)Nc2cccc(F)c2)c1	9	16%	33%[activator]	11%	-3%	17
CCC(=NCc1ccc2c(c1)OCO2)c1c(O)n(C)c(=O)n(C)c1=O	-7	19%	5%	-22%	-1%	-30
NC(=O)N/N=C/c1ccc(-c2cccc(C(F)(F)F)c2)o1	48	74%[activator]	34%[activator]	-5%	0%	38*
O=C(O)CCCn1cc(NC(=O)c2ccc(Br)o2)cn1	-3	12%	23%	-15%	-16%	15
OC1(c2ccccc2F)CCN(Cc2nnnn2Cc2ccc(F)cc2)CC1	-5	9%	12%	0%	1%	3
CCOC(=O)C1CCN(C(=O)CCS(=O)(=O)c2ccc3c(c2)CCN3C(C)=O)CC1	-6	34%[activator]	x	0%	-3%	-25
O=C1Cc2cc(S(=O)(=O)Nc3cccc([N+](=O)[O-])c3)cc3c2N1CCC3	1	6.6µM*	-16%	12%	3%	-15
COc1ccc([C@@H]2[C@@H]3C(=O)N(C(C)(C)C)C(=O)[C@@H]3[C@]3(Cc4ccccc4)C(=O)N(c4ccccc4)C(=O)N23)cc1	x	u	u	-1%	x	x
CN(CC(=O)Nc1cccc(F)c1)CC(=O)N1CCc2ccccc21	x	-24%	-29%	-8%	x	x

Of the compounds above, 5 contain bromine.
SMILES	Cycloheximide cs	Pf growth 96h	Pf growth 48h	Sm TGR inh	Giardia FBPA inh	Shiga inhibitor
COc1ccc(OC)c(NC(=S)NC(=O)c2ccc(Br)o2)c1	1	20%	20%	-27%	x	-29
O=C(Nc1nnc(C(F)(F)F)s1)c1ccc(Br)s1	21*	16%	39%[activator]	8%	u	54*
N/C(=N\OC(=O)c1ccccc1Br)c1cccc([N+](=O)[O-])c1	52*	311%[activator]	x	-16%	-4%	118*
C/C(=N/NC(=O)c1ccc(Br)s1)c1cccnc1	23*	7.4µM*	39%[activator]	2%	-4%	36
O=C(O)CCCn1cc(NC(=O)c2ccc(Br)o2)cn1	-3	12%	23%	-15%	-16%	15

Screening data from PubChem BioAssay.
